# Screening data: PubChem BioAssay, National Center for Advancing Translational Sciences (NCATS)
# Pf growth 48h = inhibits P. falciparum growth in the first generation, 48 h | P. falciparum luciferase growth in erythrocytes, 48 h | Potency, µM (titrated, usually from 28.7 µM), for the others: top-dose activity change, negative = inhibition, most hits filed as inhibitors | 310,000 tested, 5.9% active; also: potency is read from the fitted curve at half-maximal effect; % is scaled to controls: 0 for no effect and ±100 for the full control effect
#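 Growth was read as firefly luciferase luminescence after a 48 h, 37 C, 5% CO2 exposure of compounds to reporter-bearing P. falciparum cultures (0.1% parasitemia, 2% hematocrit final) in Albumax-supplemented RPMI 1640.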
# Cycloheximide cs = affects cycloheximide protein synthesis inhibition readout, counter-screen; max response, %; cell reporter, cycloheximide protein synthesis inhibition counterscreen; AID 2314; 300,000 tested, 12% active; in the data active = max response mostly above about 13%, no sharp cut-off; inactive = mostly below about 14%; also: read at 38.3 µM for the half of the compounds with a filed dose; 0% is about no effect
# LmPK inh = blocks Leishmania mexicana pyruvate kinase activity | Potency, µM (top dose mostly 57.5 µM), for inactives: at the top dose activity change, negative = inhibition, actives largely listed as inhibitors | Q27686 | 290,000 tested, 0.37% active | purified LmPK, Kinase-Glo ATP luminescence, 1 h; also: potency is read from the fitted curve at half-maximal effect; % is scaled to controls: 0 for no effect and ±100 for the full control effect
# Target sequence (Q27686 whole entry, looked up): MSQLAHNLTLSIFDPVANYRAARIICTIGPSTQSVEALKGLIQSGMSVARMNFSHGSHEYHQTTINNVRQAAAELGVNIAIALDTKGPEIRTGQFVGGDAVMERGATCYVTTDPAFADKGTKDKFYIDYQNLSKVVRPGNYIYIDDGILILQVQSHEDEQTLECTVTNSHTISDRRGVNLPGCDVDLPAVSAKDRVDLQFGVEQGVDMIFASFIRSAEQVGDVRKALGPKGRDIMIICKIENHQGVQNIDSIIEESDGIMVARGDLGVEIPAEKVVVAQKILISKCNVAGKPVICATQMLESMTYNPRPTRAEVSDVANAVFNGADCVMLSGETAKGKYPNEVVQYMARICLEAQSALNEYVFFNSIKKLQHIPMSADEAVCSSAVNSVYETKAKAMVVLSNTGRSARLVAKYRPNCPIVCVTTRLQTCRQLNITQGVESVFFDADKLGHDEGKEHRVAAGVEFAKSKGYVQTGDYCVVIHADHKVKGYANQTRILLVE
#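 0.1 nM LmPK, 0.5 mM PEP, 0.1 mM ADP; 50 mM imidazole pH 7.2, 7 mM MgCl2, 50 mM KCl; 1 h RT. Kinase-Glo luminescence readout, normalized to no-enzyme (full inhibition) and uninhibited wells.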
# Pf growth 96h = P. falciparum growth inhibition at 96 hours | P. falciparum luciferase reporter growth, 96 h | 320,000 tested, 6.9% active | Potency, µM (doses to about 28.7 µM), without a hit: at the highest dose activity change, negative = inhibition, usual class: inhibitors; also: potency is read from the fitted curve at half-maximal effect; % is scaled to controls: 0 for no effect and ±100 for the full control effect
#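 Readout is luminescence from an integrated firefly luciferase in P. falciparum. Red cells, 2% hematocrit and 0.05% parasitemia final, were cultured with compound through two parasite generations (96 hours) at 37 C, 5% CO2.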
# AmpC no deterg = blocks E. coli AmpC beta-lactamase in detergent-free assay. P00811. AmpC nitrocefin hydrolysis, absorbance 480 nm, 0.0001% Triton. AID 485341. Potency, µM (top dose mostly 57.1 µM), for inactives: at the top dose activity change, negative = inhibition, usual class: inhibitors. 330,000 tested, 0.52% active;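 also: potency is read from the fitted curve at half-maximal effect; plate controls were no compound for no effect and no enzyme for full effect; nearly all actives have a fitted effect of over 20% in size; some results filed as inactive show a strong effect at the top dose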
# Target sequence (P00811 whole entry, looked up): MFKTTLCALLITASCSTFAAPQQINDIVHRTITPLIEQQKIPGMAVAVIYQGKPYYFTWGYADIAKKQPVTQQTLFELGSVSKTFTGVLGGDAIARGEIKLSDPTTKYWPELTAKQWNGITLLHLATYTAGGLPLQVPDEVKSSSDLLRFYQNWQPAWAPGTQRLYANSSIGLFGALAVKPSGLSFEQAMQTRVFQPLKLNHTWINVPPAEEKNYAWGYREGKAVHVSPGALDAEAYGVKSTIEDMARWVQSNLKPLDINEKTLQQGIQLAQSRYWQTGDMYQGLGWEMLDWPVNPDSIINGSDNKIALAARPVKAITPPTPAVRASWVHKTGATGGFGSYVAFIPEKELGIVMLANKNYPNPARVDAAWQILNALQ
#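 AmpC (5.3 nM in the dispensed reagent) in 20 mM phosphate pH 7.0 with 0.01% (detergent screen) or 0.0001% Triton X-100 was preincubated with compounds for 15 min at room temperature. Nitrocefin was then added from an 800 uM solution, and hydrolysis was followed at 480 nm.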
# Shiga inhibitor = blocks Shiga toxin action in Vero cells; Vero cells, Shiga toxin protein synthesis inhibition reporter; inhibition, % at 38.7 µM; 290,000 tested, 9.2% active; AID 2315; in the data active = inhibition mostly above about 28%, no sharp cut-off; inactive = mostly below about 43%; also: 0% is about no effect
# Tb PYK inh = T. brucei pyruvate kinase inhibition. Potency, µM (series often up to 76.8 µM), without a hit: at the top dose activity, negative = inhibition, hits mostly inhibitors. 410,000 tested, 0.12% active. TbPYK enzyme, Kinase-Glo Plus ATP luminescence, 45 min; also: potency is read from the fitted curve at half-maximal effect; % is scaled to controls: 0 for no effect and ±100 for the full control effect; nearly all actives have a fitted effect of over 50% in size
#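 Luminescent Kinase-Glo Plus end-point after 45 min room-temperature reaction of T. brucei pyruvate kinase started with 130 uM ADP (final). Buffer TEA 50 mM pH 7.2 with KCl, MgCl2, BSA, Tween-20; titration-based qHTS with fitted concentration-effect curves.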
# * hit, by the source's call; ? = inconclusive; / = no result given; & = joins results of further samples; [ ] = dose if it differs, or a comment. Unless noted, calls follow the shape of the dose curve; as a rule, active = well fitted curve in the direction sought with a large enough effect; inconclusive = small, poorly fitted or top-dose-only effect, or another doubt; inactive = no such curve, though single readings can be large; an effect the other way counts as inactive or inconclusive.
molecule	Pf growth 48h	Cycloheximide cs	LmPK inh	Pf growth 96h	AmpC no deterg	Shiga inhibitor	Tb PYK inh
C[N+](C)(C)C[C@H](O)CC(=O)[O-]	?	/	/	5%	5%	/	-2%
Nc1ccc(C(=O)OCC(=O)NC2CCS(=O)(=O)C2)cc1[N+](=O)[O-] (stereo not drawn)	58%[activator]	-2	2%	40%[activator]	-5%	-2	-8%
NC(=O)c1sc(-c2ccsc2)cc1NS(=O)(=O)c1ccc(C(F)(F)F)cc1	9%	8	3%	32%[activator]	-30%	-9	-7%
COC(=O)[C@@H]1C[C@H]2CC[C@H](O)C[C@H]2N1Cc1ccc(Cl)cc1	?	-3	4%	?	-8%	26	-9%
CC(=O)N(C)c1nnc(-c2ccccn2)s1	111%[activator]	15*	-13%	-17%	-4%	13	0%
CCN(CC)c1ccc(/C=N/N2CCN(Cc3ccc(C)cc3C)CC2)c(O)c1	-9%	6	-1%	6%	-26%	-7	-5%
CCn1c(SCC(=O)NCC2CCCO2)nnc1-c1ccc(Cl)cc1 (stereo not drawn)	-15%	-3	2%	?	-4%[2.29 µM]	-7	-6%
COc1ccc2ccc(=O)oc2c1CC(O)C(C)(C)O (stereo not drawn)	0%	-6	-4%	-24%	-31%	-1	-5%
CC(Cc1ccccc1)C(=O)NCCO (stereo not drawn)	11%	-2	2%	0%	-7%	-12	9%
N#Cc1ccc(S(=O)(=O)NCC(=O)OCC(=O)N2CCCC2=O)cc1	-1%	/	/	21%	-16%	/	1%
Cc1ccc(S(=O)(=O)N2CCN(C(=O)C3Cc4ccccc4CN3C(=O)c3ccco3)CC2)cc1 (stereo not drawn)	?	9	2%	?	-5%	23	0%
CN(C)c1ccc(/C=C(\NC(=O)c2ccccc2)C(=O)NCCN2CCOCC2)cc1	10%	-5	1%	9.3µM*	-4%	-7	-9%
COc1cc(/C=C/c2ccc3c(Br)cc(Br)c(O)c3n2)ccc1O	9.3µM*	-2	3%	3.7µM*	-60%	-5	-21%
O=C(NCCC1=CCCCC1)c1ccc(F)c(S(=O)(=O)N2CCOCC2)c1	?	-2	4%	9.3µM*	-1%	11	-3%
CC(=O)c1ccc(OCC(=O)NCc2ccc(F)cc2)cc1	-4%	15	-5%	?	-18%	22	2%
Cc1cc(F)ccc1NC(=O)c1cc(S(=O)(=O)N2CCOCC2)cn1C	?	-1	-1%	?	-11%	6	-4%
CCN(CC)c1ncnc2sc(C(=O)N3CCN(c4ccccc4)CC3)c(C)c12	0%	-1	4%	-3%	96%[activator]	11	-9%
CCN(CC(=O)Nc1ccc(OC(F)F)cc1)C1CCCCC1	?	-6	1%	-41%[5.75 µM]	-39%	-7	-2%
Cc1ccc2nc(-c3ccccc3)c(CN3CCN(c4ccccc4F)CC3)n2c1	?	13	-6%	?	-6%	-4	-6%
O=C(NCc1ccc(Cl)cc1)C(=O)NCC1OCCN1C(=O)c1ccc(Cl)cc1 (stereo not drawn)	-23%	-6	-1%[11.5 µM]	-25%	52%	26	0%
Fc1c(F)c(-n2nnc3ccccc32)c(F)c(F)c1Cl	7%	-6	0%	32%[activator]	-17%	-22	0%
CCCCNC(=O)C(c1ccc(OCC(=O)OC)c(C(=O)OC)c1)N(CCc1c[nH]c2ccccc12)C(=O)CCCCCN1C(=O)NC(c2ccc(-c3ccccc3)cc2)C(C(=O)OCc2ccccc2)=C1C (stereo not drawn)	2.3µM*	-3	2%	2.9µM*	32%	-10	/
COc1ccc([N+](=O)[O-])cc1NC(=O)CSc1nc(C)cc(C)n1	4%	-4	0%	?	-56%	-13	?
Cc1cc(C)cc(-c2nnc(SCC(=O)c3c(N)n(C4CC4)c(=O)[nH]c3=O)o2)c1	0%	/	/	22%	0%	/	0%
CC(=O)/C=C\c1ccccc1OC(=O)c1cc2ccccc2oc1=O	-7%	11*	1%	-26%	-22%	2	0%
COC(=O)C1=Nc2ccccc2/C1=C\c1c(O)n(-c2ccc(OC)cc2)c(=O)[nH]c1=O	47%[activator]	4	-3%	49%[activator]	-10%	-18	-28%
COC(=O)[C@H]1C[C@@H]1[C@H](NC(=O)OCc1ccccc1)c1ccccc1	12%	-6	3%	?	0%	-11	0%
COc1ccc(NC(=O)c2cccc(Cn3cc(Br)cn3)c2)cn1	?	4	0%	31%[activator]	?	15	1%
O=C(Nc1ccon1)c1ccccc1Cl	27%	19	-3%	/	-15%	30	0%
O=C(Nc1cccnc1)c1cc2cc(Br)ccc2oc1=O	3%	-1	2%	-14%	-21%	29	0%
COc1ccccc1Cn1c(/C=C/c2ccccc2)nc2ccccc21	?	74*	1%	?	4%	87*	-14%
C(#CCN1CCOCC1)COCCOC(c1ccccc1)c1ccccc1	?	1	3%	/	144%[activator]	24	-2%
COc1c(C)cccc1C(=O)NCc1ccc2c(c1)OCO2	-7%[0.00184 µM]	1	1%	?	-8%	-1	-2%
CC(=O)N1c2ccc(F)c(F)c2C[C@H]1C	8%	/	/	49%[activator]	1%	/	0%
O=C(N/N=C/c1ccc(OC(=O)c2ccc([N+](=O)[O-])cc2)cc1)c1cccnc1	-3%	-2	2%	-1%	-4%	3	-5%
Clc1ccccc1OCc1nnc(-c2ccccc2)o1	64%[activator]	46*	0%	10%	1%	67*	-3%
Cc1ccc(N2CC(C(=O)Nc3ccccc3C(=O)N3CCOCC3)CC2=O)cc1 (stereo not drawn)	10%	-3	3%	-59%	-21%	2	-2%
COC(=O)c1cn(NC(=O)c2ccc([N+](=O)[O-])cc2Cl)c(=O)c2ccccc12	-10%	9	-1%	-15%	-8%	-6	1%
O=C(CSc1ncccc1C(=O)O)c1ccccc1	19%	4	3%	-8%	-8%	-5	5%
CC(C)OC(=O)c1ccc(NC(=O)c2ccccc2)cc1	?	66*	-6%	?	-22%	69*	0%
COc1cccc(/C=C2\SC(=O)N(CCC(=O)NNC(=O)c3cccc(Cl)c3)C2=O)c1	22%	-5	1%	66%[activator]	-12%	-9	0%
CC(=O)c1ccc(N2CCN(S(=O)(=O)c3cccc4nonc34)CC2)cc1	-22%	2	1%	-17%	18%	8	0%
CCOc1cc(C(=O)N2CCc3cc(OC)c(OC)cc3C2)ccc1OC(F)F	?	-2	0%	5.9µM*	96%[activator]	-11	/
COc1ccc(C(=O)NCC(=O)N/N=C/c2ccc(C)o2)cc1OC	5%	-3	0%	6%	-5%	-7	2%
Cc1ccc(C)c(N2CCN(C(=O)c3cc(S(=O)(=O)N4CCOCC4)cn3C)CC2)c1	?	-1	-2%	42%[activator]	222%[activator]	-1	-1%
CCC1CCCCN1C(=O)CSc1nc(N)c(NC(=O)c2ccc(OC)c(OC)c2)c(=O)[nH]1 (stereo not drawn)	8%	-1	-1%	16%	1%	-1	8%
COc1cccc(/C=N/Nc2nc3ccccc3n3cnnc23)c1O	?	10	-11%	?	-18%	-4	23%
CC(=O)c1cccc(NC(=O)c2cc(-n3cnnc3)ccc2Cl)c1	3%	-2	0%	/	/	41	-1%
COc1cc(C(=O)O/N=C2\C=CC(=O)C(C)=C2)cc(OC)c1OC	?	71*	-5%	?	-13%	101*	-8%
COc1ccc(CN2C(=O)CSC2c2ccccn2)cc1 (stereo not drawn)	3%	-3	-1%	?	1%	11	-1%
COc1ccc(CCNC(=O)C2=COCCO2)cc1	70%[activator]	24*	0%	90%[activator]	-16%	66*	3%
COc1ccc([N+](=O)[O-])cc1N/C(=N/S(=O)(=O)c1ccccc1)c1ccccc1	-28%	1	6%	-1%	-13%	17	4%
Cc1ccc2c(c1)c1c3n2CCN(C=O)C3CCC1 (stereo not drawn)	-20%	-2	4%	-7%	19%	/	-7%
CCCCn1c(N)c(N(CCOC)C(=O)c2cc(=O)[nH]c3ccccc23)c(=O)[nH]c1=O	10%	/	/	17%	-11%	/	3%
COc1ccccc1NC(=O)Nc1nc(CC(=O)Nc2cc(F)ccc2F)cs1	1%	/	/	?	-25%	/	-6%
O=C(Nc1ccc(N2CCOCC2)cc1)C1CCN(C(=O)OCc2ccccc2)CC1	-7%	-4	5%	-5%	39%	-3	-6%
COc1cccc2c3c(c(=O)[nH]c12)CCC(C)(C)O3	10%	13*	-1%	/	-8%	36	-8%
O=S(=O)(NCCC1CC1(Cl)Cl)c1ccc(Cl)cc1 (stereo not drawn)	20%	-1	-7%	78%[activator]	-43%	-8	-5%
COc1ccc(N(CC(=O)Nc2nc3ccc(C)cc3s2)S(=O)(=O)c2c(C)nn(C)c2C)cc1	/	-3	7%	-47%	82%[activator]	50	2%
CCOc1ccc(N2C(=O)C3ON(c4ccccc4)C(c4cccs4)C3C2=O)cc1 (stereo not drawn)	12µM*	-4	3%	68%[activator]	100%[activator]	-10	6%

# (cont.)
molecule	Pf growth 48h	Cycloheximide cs	LmPK inh	Pf growth 96h	AmpC no deterg	Shiga inhibitor	Tb PYK inh
O=C1Nc2cc(Cl)c(Cl)cc2N(O)N1c1ccc(Cl)cc1	37%[activator]	-2	0%	190%[activator]	-20%	15	3%
COC(=O)C1=C(c2ccc(OC(F)(F)F)cc2)C[C@@H]2CC[C@H]1N2C(=O)NCCO	25%	/	/	5%	49%	/	-19%
Cc1cccc(NC(=O)c2ccccc2OCC(=O)c2ccc(F)cc2)c1	-18%	-5	1%	-51%	-21%	-21	-3%
CN1C(=O)c2cccc(NCCCCCCN3C(=O)c4ccccc4C3=O)c2C1=O	/	-4	8%	-1%	-7%	15	-2%
COc1ccc(C(CNC(=O)COc2ccccc2OC)N(C)C)cc1OC (stereo not drawn)	3%	-2	-1%	?	-17%	5	0%
O=C(O)c1ccc(-c2ccco2)n1Cc1ccccc1	/	14	27%	-9%	-22%	3	0%
CCN(CC)S(=O)(=O)c1ccc2[nH]c(=O)cc(C(=O)Nc3ccc(C)c(S(=O)(=O)N(CC)CC)c3)c2c1	?	-3	-2%	?	49%	-14	-2%
O=S(=O)(NCC1CC1)c1ccc(F)c(Cl)c1	/	1	-4%	11%	-8%	1	-3%
Nc1ccc(C(=O)O)c(O)c1	23%&8%&2%&-6%&2%	1&9&-2&-3	0%&0%&-1%	?	-25%&-26%&-21%&-14%	40&-1&-15&-16	2%&4%&-1%&2%
O=C(CC1CCCC1)NCCS(=O)(=O)N1CCN(c2ccc(F)cc2)CC1	?	/	/	3%	-10%	/	1%
CCCCCCCCNC1=CC(=O)CC(C)(C)C1	?	2	1%	?	48%	28	-4%
Nc1c(C=C2C=CC(=O)C=C2)c(=O)nc2sc(CC(=O)N3CCCC3)nn12	1%	1	1%	-5%	-7%	17	-6%

# An unsorted share of the library; any-hit rate near 22%.
